# FBPA Giardia inh – inhibitors of Giardia lamblia fructose-1,6-bisphosphate aldolase. purified Giardia FBPA. Potency, µM (series often up to 59.6 µM), for inactives: top-dose activity, negative = inhibition, usual class: inhibitors. hit rate 0.71% among 290,000. AID 2451; further: potency means the concentration at half of the fitted maximal effect; on the % scale 0 is the no-effect control and ±100 the full control effect; nearly all actives have a fitted effect of over 55% in size
# Target sequence (A8B2U2 whole entry, looked up): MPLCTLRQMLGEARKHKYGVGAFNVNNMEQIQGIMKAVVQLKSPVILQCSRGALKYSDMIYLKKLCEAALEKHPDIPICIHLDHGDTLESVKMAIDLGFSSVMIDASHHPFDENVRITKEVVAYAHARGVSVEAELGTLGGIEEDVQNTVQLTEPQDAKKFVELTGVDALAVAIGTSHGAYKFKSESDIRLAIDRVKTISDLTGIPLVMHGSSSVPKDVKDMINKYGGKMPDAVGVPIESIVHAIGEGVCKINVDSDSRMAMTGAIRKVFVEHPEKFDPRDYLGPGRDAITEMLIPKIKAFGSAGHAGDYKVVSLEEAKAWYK
#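 40 nM FBPA preincubated 10 min at RT with compound (up to 57.5 uM final), then substrate plus GAPDH/TPI/NAD/arsenate coupling and diaphorase/resazurin added. Fluorescence read after 20 min at RT, 525/598 nm.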
# Cycloheximide cs – affects cycloheximide protein synthesis inhibition readout, counter-screen; cell reporter, cycloheximide protein synthesis inhibition counterscreen; max response, %; hit rate 12% among 300,000; AID 2314; in the data active means max response mostly above about 13%, no sharp cut-off; inactive means mostly below about 14%; further: read at 38.3 µM for the half of the compounds with a filed dose; 0% is about no effect
# Pf growth 48h – inhibits P. falciparum growth in the first generation, 48 h; P. falciparum luciferase growth in erythrocytes, 48 h; Potency, µM (doses to about 28.7 µM), without a hit: at the top dose activity change, negative = inhibition, actives largely listed as inhibitors; hit rate 5.9% among 310,000; further: potency means the concentration at half of the fitted maximal effect; on the % scale 0 is the no-effect control and ±100 the full control effect
#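 Firefly luciferase activity from engineered P. falciparum reports growth; inhibitors lower the luminescent signal. Cultures contained 2% hematocrit erythrocytes at 0.1% final parasitemia.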
# Shiga toxin inh – blocks Shiga toxin action in Vero cells; Vero cells, Shiga toxin protein synthesis inhibition reporter; inhibition, % at 38.7 µM; hit rate 9.2% among 290,000; AID 2315; in the data active means inhibition mostly above about 28%, no sharp cut-off; inactive means mostly below about 43%; further: 0% is about no effect
# Sm TGR inh – blocks Schistosoma mansoni thioredoxin glutathione reductase | purified TGR, DTNB reduction, TNB absorbance 405 nm | Potency, µM (titrated, usually from 114 µM), for the others: at the top dose activity change, negative = inhibition, actives largely listed as inhibitors | hit rate 3% among 360,000; further: potency means the concentration at half of the fitted maximal effect; on the % scale 0 is the no-effect control and ±100 the full control effect; nearly all actives have a fitted effect of over 60% in size
#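 Kinetic colorimetric format: TGR-catalysed, NADPH-driven DTNB reduction monitored via TNB absorbance. Enzyme dispensed at 20 nM; compound exposure 15 min at room temperature before reaction start.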
# Pf growth 96h – P. falciparum growth inhibition at 96 hours; Potency, µM (top dose mostly 28.7 µM), for inactives: top-dose activity change, negative = inhibition, usual class: inhibitors; hit rate 6.9% among 320,000; P. falciparum luciferase reporter growth, 96 h; AID 504834; further: potency means the concentration at half of the fitted maximal effect; on the % scale 0 is the no-effect control and ±100 the full control effect
#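 Erythrocytes infected with luciferase-expressing P. falciparum were dispensed at 2% hematocrit and 0.05% parasitemia (final), then incubated with compounds 96 hours at 37 C in 5% CO2. Luminescence after detection reagent addition reported growth.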
# * marks the source's active call; other numbers are inactive results; ? = inconclusive; . = not tested or not shown; & = joins results of further samples; [ ] = another dose, or the depositor's remark. Unless noted, the call rests on the fitted dose curve; in most records, active means well fitted curve in the direction sought with a large enough effect; inconclusive means small, poorly fitted or top-dose-only effect, or another doubt; inactive means no such curve, though single readings can be large; an effect the other way counts as inactive or inconclusive.
SMILES,FBPA Giardia inh,Cycloheximide cs,Pf growth 48h,Shiga toxin inh,Sm TGR inh,Pf growth 96h
NC(=O)c1cc([N+](=O)[O-])ccc1NCc1ccccn1,.,.,?,.,-6%,48%[activator]
C=CCN1C(=O)N(CC=C)c2cccc3cccc1c23,-11%,-2,0%,-3,2%,20%
COc1ccc(C(=O)N=c2sc3ccccc3n2C)cc1OC,-9%,20,32%[activator],32,.,17%
C=CCn1c(=S)[nH]c2cc(C(=O)Nc3ccc(OC)c(OC)c3)ccc2c1=O,-26%,-2,-5%,-12,13%,-19%
Cn1c(=O)c2c(SCC(=O)Nc3nccs3)nc(C3CC3)nc2n(C)c1=O,13%,2,-6%,-8,13%,1%
CC1(C(=O)OCC(=O)Nc2cccc(S(=O)(=O)NC3=NCCCCC3)c2)CC1(Cl)Cl (stereo unspecified),2%,-3,-14%,-1,-6%,-1%
O=C1NC(c2ccc(Br)cc2)Oc2ccccc21 (stereo unspecified),7%,-2,5%,2,-11%,77%[activator]
C[n+]1ccccc1/C=C/c1ccc([N+](=O)[O-])cc1,-4%,-2,1.3µM*,3,-27%,2%
N#Cc1cc2c(nc1Cl)CCCC2,-5%,4,12%,-2,5%,-29%
NC(=O)COc1ccccc1C(=O)O,-1%,-3,27%,-3,-7%,56%[activator]
Nn1c(SC/C=C/c2ccccc2)nnc1-c1ccncc1,-29%,-2,-10%,-14,?,.
Cc1cc(N2CCCCCC2)nc2ccccc12,?,19,-23%,12,6%,?
Cc1cccc(NC(=O)c2nc[nH]c2C(=O)N2CCc3ccccc3C2)c1,.,.,5%,.,-28%,?
CC(=O)NS(=O)(=O)c1ccc(NC(=O)/C=C/c2ccccc2)cc1,13%,1,10%[1.15 µM],-17,8%,?
CCOC(=O)N1CCN(C(=O)c2noc(C(C)C)c2[N+](=O)[O-])CC1,8%,-2,?,-12,-1%,?
COC(C(=O)Nc1ccnn1C1CCN(Cc2cnn(C)c2)CC1)c1ccccc1 (stereo unspecified),.,-2,-3%,-32,0%,-8%
CCC1CCCCN1C(=O)CSc1nc2c(cnn2-c2ccc(C)cc2)c(=O)[nH]1 (stereo unspecified),-1%,-3,1%,12,5%,22%
COc1ccc(N=C2NC(=O)C(CC(=O)NCCc3ccc(OC)c(OC)c3)S2)cc1 (stereo unspecified),0%,-1,?,5,-23%,-37%[5.75 µM]
O=C(CSc1nc2ccccc2n1S(=O)(=O)c1ccccc1)N1CCCCC1,1%,17,45%[activator],36,0%,86%[activator]
Cn1c(SCC(=O)Nc2nc(C(C)(C)C)cs2)nnc1C1CC1,0%,-3,-3%,33,0%,31%[activator]

# Look-ups from above.
# Result for CCC1CCCCN1C(=O)CSc1nc2c(cnn2-c2ccc(C)cc2)c(=O)[nH]1 (stereo unspecified) in Cycloheximide cs: -3
# Result for C=CCn1c(=S)[nH]c2cc(C(=O)Nc3ccc(OC)c(OC)c3)ccc2c1=O in Sm TGR inh: 13%
# Result for O=C(CSc1nc2ccccc2n1S(=O)(=O)c1ccccc1)N1CCCCC1 in FBPA Giardia inh: 1%

# Returning to the listing, repeating the 4 entries before the break.
SMILES,FBPA Giardia inh,Cycloheximide cs,Pf growth 48h,Shiga toxin inh,Sm TGR inh,Pf growth 96h
CCC1CCCCN1C(=O)CSc1nc2c(cnn2-c2ccc(C)cc2)c(=O)[nH]1 (stereo unspecified),-1%,-3,1%,12,5%,22%
COc1ccc(N=C2NC(=O)C(CC(=O)NCCc3ccc(OC)c(OC)c3)S2)cc1 (stereo unspecified),0%,-1,?,5,-23%,-37%[5.75 µM]
O=C(CSc1nc2ccccc2n1S(=O)(=O)c1ccccc1)N1CCCCC1,1%,17,45%[activator],36,0%,86%[activator]
Cn1c(SCC(=O)Nc2nc(C(C)(C)C)cs2)nnc1C1CC1,0%,-3,-3%,33,0%,31%[activator]
COc1ccc(S(=O)(=O)Nc2c(C(=O)O)[nH]c3ccccc23)cc1OC,25%,16,4%,30*,3%,-18%
Cn1c(OCc2ccc3c(c2)OCO3)nc2c1c(=O)n(Cc1ccc(Cl)c(Cl)c1)c(=O)n2C,6%,-3,?,-11,-3%,9%
O=C(Nc1cccc(Cl)c1)Nc1ccnc(-c2cccnc2)n1,5%,12,10µM*,-3,.,-19%
O=S(=O)(NCC(c1cccnc1)N1CCOCC1)c1ccc(Cl)cc1 (stereo unspecified),0%,-7,15%,-22,-2%,13%
COC(=O)c1cc(OC)c(OC)cc1NC(=O)c1ccc(C)cc1,3%,-1,.,-11,-9%,-21%
O=C(O)CCn1ncc2ccccc2c1=O,2%,-3,18%,9,-23%,-14%
COc1ccc(NC(=O)C23CCC(C2)C(C)(C)C3=O)cc1 (stereo unspecified),-1%,3,7%,-1,0%,-15%
CC(C)(C)n1nnnc1C(c1cccs1)N(Cc1ccc(Cl)cc1)CC1CCCO1 (stereo unspecified),-21%,11,13µM*,17,0%,?
Cc1cc(Cl)ccc1Oc1nc(-c2ccc(F)cc2)ccc1C#N,0%,6,29%,2,7%,28%
Cc1cccc(C)c1OCC(O)CNC(C)c1ccccc1 (stereo unspecified),-9%,-2,?,-6,3%,?
CCCOC(=O)c1ccc(Nc2cc(C)nc3ncnn23)cc1,-2%,-1,8.3µM*,12,-29%,-19%
COc1ccc(CNC(=O)CN2CCN(S(=O)(=O)c3cc(Br)ccc3Br)CC2)cc1OC,.,.,10µM*,.,-2%,?
COc1ccccc1NS(=O)(=O)c1cccc(C(=O)N/N=C/c2c(CO)cnc(C)c2O)c1,.,.,12µM*,.,-19%,?
C=CCn1c(COc2cccc3cccnc23)nnc1SCC(=O)OC,-19%,0,1%,-5,1%,-10%
Cn1cccc1Cc1nnc(SCC(=O)NCc2ccccc2)n1-c1ccc(F)cc1,1%,-3,.,-26,?,?
c1ccc(CSc2nnc3ccc(-c4ccncc4)nn23)nc1,0%,12,?,6,12%,-2%
CCCCC(=O)NC(=S)NNC(=O)c1ccc(Cl)cc1Cl,17%,-3,?,-12,-23%,6%
Cc1cc(=O)[nH]c(-c2cccs2)n1,2%,1,6%,-6,19%,0%
C=CCN1C(=O)CS/C1=N/c1nccs1,1%,0,10%,-2,0%,18%
CCOc1ccc(OCCOCCn2ccnc2)cc1,-25%,-2,.,-5,0%,-11%
CCCCC(=O)NC(=S)Nc1cccc(NC(=O)CC)c1,2%,-1,22%,-3,?,37%[activator]
COc1ccccc1OCCCCNC(C)(C)C,-6%,10,5%,-12,0%,55%[activator]
Cc1ccc(/C=C2/C(=O)ON=C2c2ccccc2)o1,?,9,41%[activator],16,5µM*,15%
CC1CCN(CCc2nc3cc(NC(=O)Nc4ccccc4)ccc3n2C)CC1,2%,35*,6.6µM*,111*,0%,?
NC(=O)c1ccc(NC(=O)c2ccc(COc3ccc(F)cc3)o2)cc1,.,.,5%,.,-1%,36%[activator]
CN1C2CCC1CC(NS(=O)(=O)c1cc(Cl)c(Cl)cc1Cl)C2 (stereo unspecified),.,-2,?,-17,7%,2%
COC(=O)[C@@]1(Cc2ccc(F)cc2)[C@H]2c3cc(C(=O)N(C)C)n(Cc4ccccn4)c3C[C@H]2CN1C(=O)c1ccccc1,-10%&-1%,-5,3.3µM*,9,-6%,2.9µM*
O=C(CC1SC(N2CCOCC2)=NC1=O)Nc1cc([N+](=O)[O-])ccc1Cl (stereo unspecified),3%,-3,-1%,-32,0%,-4%
C=CCSc1nnc(-c2ccccc2N=Cc2c(C)[nH]n(-c3ccccc3)c2=O)c(=O)[nH]1,-15%,23*,.,56,-6%,1%
COc1cccc2sc(N)nc12,.,.,30%[activator],.,-9%,22%
CCCCOc1ccc(C(=O)NCC(=O)NCc2ccccn2)cc1,.,.,-1%,.,-8%,36%[activator]
Oc1ccc(O)c(Cc2nc3ccccc3s2)c1,-2%,32*,?,43*,50µM*,-4%
CC1=CSC2=NC(=O)/C(=C\c3cccn3-c3ccc([N+](=O)[O-])cc3)C(=N)N12,-13%,-2,-13%,8,0%,30%
O=C(Nc1cc2c(oc1=O)CCCC2=O)c1ccc(Cl)cc1,0%,20*,47%[activator],23,-14%,57%[activator]
COc1ccc(CCNC(=S)Nc2ccccc2)cc1,-17%,15,10µM*,3,-22%,?
CCC1(CC)NC(=O)N(CC(=O)OCn2nnc3ccccc3c2=O)C1=O,0%,9,.,20,6%[11.4 µM],58%[activator]
CCOc1ccc(Oc2c(/C=N/NC(=O)COc3ccccc3OC)c(C)nn2-c2ccccc2)cc1,10%,-2,?,-3,-2%,5.2µM*
CCc1ccc(Nc2cc(=O)n(C3CCCCC3)c(=O)[nH]2)cc1,-5%,30*,0.15µM*,87*,-1%,-9%
CCc1nnc(NC(=O)c2ccc(S(=O)(=O)N(CC)Cc3ccccc3)cc2)o1,17%,-2,35%[activator],-55,0%,106%[activator]
COc1ccccc1-c1ccc(SCC(=O)NC2CCCC2)nn1,.,.,6%,.,6%,-9%
CCOc1ccccc1Nc1nc2ccccc2n2cnnc12,2%,-5,22%,-4,-11%,-7%
CC(=O)Nc1cccc(-c2nc3ccc(NC(C)=O)cc3s2)c1,-1%,40*,60%[activator],78*,.,4%
CC(C)C(NC(=O)c1ccc(F)cc1)C(=O)N1CCN(C(=O)c2ccco2)CC1 (stereo unspecified),.,.,-5%,.,1%,8%
CCCN(CCC)S(=O)(=O)c1ccc(Cl)c(OC)c1,5%,-2,-7%,-3,10%,34%[activator]
CCOCCCNC(=O)CN1C(=O)c2ccccc2Sc2ncccc21,14%,-12,6%,-7,4%,-22%
O=C(c1ccco1)N1CCN(S(=O)(=O)c2ccccc2)CC1,2%,1,?,.,?,40%[activator]
Cc1cccc(S(=O)(=O)c2c(C)cc(C)[nH]c2=O)c1,8%,30*,-5%,28,83%[activator],-13%
O=S(=O)(NCCN1CCOCC1)c1ccc(Oc2ccccc2Cl)cc1,0%,-4,21%,-14,-4%,23%
CCN(CC)CCCN1C(=O)C(O)=C(C(=O)c2ccco2)C1c1cc(OC)ccc1OC (stereo unspecified),-12%,3,20%,-10,-26%,-3%
CN(C)CCN(C(=O)C1=COCCO1)c1nc2ccc(Cl)cc2s1,-11%,36*,-18%,128*,2%,-3%
CCCCn1c(-c2ccco2)n[nH]c1=S,-17%,4,23%,-10,-2%,8%
O=C(Nc1cc(Cl)ccc1O)C1CC(c2c(F)cccc2Cl)=NO1 (stereo unspecified),8%,-3,?,5,-1%,98%[activator]
COc1ccc(-c2cc(C(=O)c3c(N)n(C)c(=O)n(C)c3=O)c3ccccc3n2)cc1OC,-5%,25*,66%[activator],14,12%,38%[activator]
COc1ccc(S(=O)(=O)N2CCOC2CNC(=O)C(=O)NCc2ccncc2)cc1 (stereo unspecified),.,-4,?,-13,-1%,?
Cc1cccc(NS(=O)(=O)c2cccc(C(=O)N3CCC3)c2)c1,.,.,-15%,.,-14%,4%
COC(=O)c1cnn2c1C(=O)N(Cc1cccs1)CC2,-5%,-2,?,-6,-1%,49%[activator]
COc1nc(Nc2cccc(C)c2)nc(N2CCCCC2)n1,-3%,-4,3%,26,1%,-65%
COc1cc2c(cc1OC)C(C)N(C(=O)c1cc(C)on1)CC2 (stereo unspecified),.,-3,60%[activator],5,3%,-6%
CCOCCCNC(=O)c1ccc(NC(C)=O)cc1,0%,7,.,34,-6%,-3%
C[C@H](NC(=O)c1cc2cc(Cl)ccc2n1C)C(=O)N[C@@H](C(=O)O)c1ccccc1,-12%,-3,11%,-9,7%,14%
CCN1CCN(Cc2ccc(NC(=O)c3ccc(C)c(NC(=O)c4ccno4)c3)cc2C(F)(F)F)CC1,3%,-7,?,-10,8%,?
O=C(C1CCN(c2nc3nonc3nc2N2CCCCC2)CC1)N1CCOCC1,6%,-3,49%[activator],-5,?,?
CCn1c(SCC(=O)N/N=C/C=C/c2ccco2)nnc1-c1ccc(OC)cc1,?,7,3%,-13,32µM*,?
